NSD2 inh – inhibitors of human histone methyltransferase NSD2 | NSD2 peptide methylation, AlphaScreen, 120 min | inhibition, % at 12.5 µM | 310,000 tested, 0.54% active | AID 743445; in the data active = inhibition above about 50%
Target sequence (O96028 whole entry, looked up): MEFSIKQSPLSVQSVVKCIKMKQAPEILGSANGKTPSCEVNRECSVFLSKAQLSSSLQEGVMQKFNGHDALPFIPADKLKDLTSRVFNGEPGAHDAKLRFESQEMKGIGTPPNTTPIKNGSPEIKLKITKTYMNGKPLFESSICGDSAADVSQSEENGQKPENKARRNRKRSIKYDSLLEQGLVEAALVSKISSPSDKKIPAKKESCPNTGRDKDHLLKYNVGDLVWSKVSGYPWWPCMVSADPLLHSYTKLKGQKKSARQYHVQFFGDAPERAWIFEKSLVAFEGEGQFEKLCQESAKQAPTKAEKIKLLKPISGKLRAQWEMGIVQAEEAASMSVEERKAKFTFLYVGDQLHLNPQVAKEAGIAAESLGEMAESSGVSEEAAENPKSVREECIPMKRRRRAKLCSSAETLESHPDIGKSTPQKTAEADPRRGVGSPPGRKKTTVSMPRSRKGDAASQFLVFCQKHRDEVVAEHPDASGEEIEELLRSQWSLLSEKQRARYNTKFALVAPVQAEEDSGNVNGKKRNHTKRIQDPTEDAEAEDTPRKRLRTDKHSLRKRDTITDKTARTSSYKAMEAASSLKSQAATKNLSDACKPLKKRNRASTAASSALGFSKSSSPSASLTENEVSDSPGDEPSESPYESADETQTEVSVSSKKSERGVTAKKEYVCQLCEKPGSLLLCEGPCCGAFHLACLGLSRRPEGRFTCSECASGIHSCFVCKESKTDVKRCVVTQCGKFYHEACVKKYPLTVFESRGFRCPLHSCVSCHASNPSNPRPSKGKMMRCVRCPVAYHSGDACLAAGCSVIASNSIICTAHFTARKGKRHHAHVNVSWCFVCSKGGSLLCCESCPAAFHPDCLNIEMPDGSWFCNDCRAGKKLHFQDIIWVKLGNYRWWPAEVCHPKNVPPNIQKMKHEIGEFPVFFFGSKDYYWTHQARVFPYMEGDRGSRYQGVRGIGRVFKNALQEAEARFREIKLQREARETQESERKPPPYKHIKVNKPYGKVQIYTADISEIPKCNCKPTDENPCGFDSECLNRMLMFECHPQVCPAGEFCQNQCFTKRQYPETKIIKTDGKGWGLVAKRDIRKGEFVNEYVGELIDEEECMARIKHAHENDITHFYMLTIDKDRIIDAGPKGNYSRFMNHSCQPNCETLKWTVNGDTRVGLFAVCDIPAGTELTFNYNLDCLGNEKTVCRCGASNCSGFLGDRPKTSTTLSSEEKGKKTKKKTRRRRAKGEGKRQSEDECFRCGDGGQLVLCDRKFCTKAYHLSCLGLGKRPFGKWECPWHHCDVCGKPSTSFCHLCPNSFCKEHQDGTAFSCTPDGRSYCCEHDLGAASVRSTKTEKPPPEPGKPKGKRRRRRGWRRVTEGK
CAL PDZ FP-1 – blocks peptide binding to human CAL PDZ domain | Q9HD26 | purified CAL PDZ, TMR-peptide fluorescence polarization, 1 h | inhibition, % at 20 µM | 330,000 tested, 0.02% active | AID 504414;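 active = highest replicate inhibition of at least 40%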;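 note: plate controls were DMSO neutral control wells for no effect and unlabeled competitor peptide control wells for full effect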
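Material: tagged CAL PDZ protein CerCALP, purified; buffer or medium: sodium phosphate/NaCl buffer pH 7.4 with TCEP, IgG, Thesit; also added: fluorescent TMR peptide probe; schedule: 1 h incubation at room temperature before polarization reading; technique: fluorescence polarization from S- and P-plane intensities, G-factor corrected; control set: unlabelled peptide and DMSO controls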
PvdQ acylase – P. aeruginosa PvdQ acylase inhibition. purified PvdQ acylase, fluorescence plate reader. inhibition, % at 10 µM. 340,000 tested, 0.063% active. AID 488965; in the data active = inhibition above about 30%, passing the limit was not always enough; inconclusive = no clear call, values can overlap the other calls;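 note: 0% = vehicle neutral wells and 100% = reference inhibitor wells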
CAL PDZ FP-2 – blocks peptide binding to the human CAL PDZ domain | Q9HD26 | purified CAL PDZ, TMR-peptide fluorescence polarization, 1 h | inhibition, % at 24.9 µM | 300,000 tested, 0.92% active | AID 602252;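 active = mean inhibition of at least 30% with at least half of replicates also reaching 30%; inconclusive = no clear call, values can overlap the other calls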;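 note: 0% = DMSO neutral control and 100% = excess unlabeled competitor peptide PRC23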
SR-BI DiI-HDL act – activators of SR-BI mediated HDL lipid uptake; CHO ldlA[mSR-BI] cells, DiI-HDL uptake fluorescence, 3 h; 100 = double the neutral-control signal; 320,000 tested, 0.096% active; activation, % at 12.5 µM;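 active = mean replicate activation of at least 60% and every replicate at or above 60%; inconclusive = mean or all-replicate condition met, but not both; inactive = mean below 60% and not all replicates reaching 60%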;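 note: 0% = median plate neutral-control signal and 100% = twice that signal; values of inactives mirror those of a sister screen read the other way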
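Assay system: CHO ldlA[mSR-BI] cells, LDL receptor-null, SR-BI overexpressing; medium: Ham's F12 with 0.5% BSA, HEPES 25 mM, pH 7.4; also added: DiI-HDL 10 µg/mL; timing: 3 h uptake period with compound, 37 °C; signal: DiI fluorescence, bottom read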
PfHsp90 set2 – inhibits growth of yeast expressing Plasmodium falciparum Hsp90. S. cerevisiae expressing PfHsp90, BacTiter-Glo ATP, 48 h; yeast lacking PDR1 and PDR3 efflux regulators. 310,000 tested, 0.32% active. inhibition, % at 9.4 µM;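 active = every replicate shows inhibition above about 80%, whatever the replicate mean, limit read from the data; inconclusive = mean inhibition reaches the set limit but some replicate falls short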;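 note: 0% = DMSO neutral controls and 100% = 20 µM radicicol positive controls; yeast relying on Plasmodium falciparum Hsp90 in place of its own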
Rtt109 Vps75 – C. albicans Rtt109 histone acetyltransferase inhibition; AID 540336; inhibition, % at 34.9 µM; 330,000 tested, 0.16% active; purified Rtt109/Vps75, ThioGlo CoA-SH fluorescence, 4 h;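 active = inhibition of at least 50% in every replicate; inconclusive = best replicate reaches 50% inhibition but some replicates fall short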
dFosB activator – mouse delta FosB homodimer activation; AID 493131; 340,000 tested, 0.99% active; purified delta FosB, TAMRA-CDK5 oligo fluorescence polarization; percent of positive-control signal above neutral wells; activation, % at 25 µM;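 active = mean activation above about 17%, with every replicate also reaching it, limit read from the data, passing the limit was not always enough; inconclusive = only one of the two conditions met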;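 note: fluorescence polarization rise as delta FosB binds a TAMRA Cdk5 AP-1 oligo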
MITF act – increases MITF-driven TRPM1 promoter luciferase signal; SK-MEL-5 TRPM1-promoter luciferase, 24 h; % of positive control, neutral wells = 0; activation, % at 12.5 µM; 300,000 tested, 0.75% active; AID 588334;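 active = mean activation of at least 80% with every replicate also reaching 80%; inconclusive = mean reaches 80% but some replicate falls short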;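 note: 0% = neutral control wells and 100% = parthenolide positive control wells; values of inactives mirror those of a sister screen read the other way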
SR-BI DiI inh – inhibitors of mouse SR-BI mediated HDL lipid uptake. 320,000 tested, 0.96% active. inhibition, % at 12.5 µM. Q61009. AID 488896. ldlA[mSR-BI] CHO cells, DiI-HDL uptake fluorescence, 3 h;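 active = mean replicate inhibition of at least 70% and a set share of replicates each scoring 70 or more; inconclusive = meets just one of the two criteria; inactive = fails both criteria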;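 note: 0% = median of neutral control wells and 100% = median of positive control wells; values of inactives mirror those of a sister screen read the other way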
* marks the source's active call; other numbers are inactive results; ? = inconclusive; · = not tested or not shown.

Structure	CAL PDZ FP-1	PfHsp90 set2	MITF act	NSD2 inh	PvdQ acylase	Rtt109 Vps75	CAL PDZ FP-2	dFosB activator	SR-BI DiI-HDL act	SR-BI DiI inh
O=C(/C=C/c1ccccc1)NCCS(=O)(=O)N1CCN(c2ccc(F)cc2)CC1	-0.1	·	-2	0	-7	-10	-5	-4	8	-8
CC(OC(=O)CNC(=O)c1ccco1)C(=O)N(C)c1ccccc1 (stereo unspecified)	-0.9	37	6	0	-16	3	-8	-1	2	-2
CCn1nc(C)c(Br)c1C(=O)Sc1ccccc1Cl	0.4	-3	·	16	-9	-16	2	2	7	-7
Cc1cccc(Cn2nnc3ccccc32)c1O	-0.1	10	-4	·	-6	-5	-3	-12	·	·
CCCCCC(=O)N/N=C/c1ccccc1[N+](=O)[O-]	-2.0	-5	8	-3	-12	6	-3	1	16	-16
O=C(NCc1cccnc1)c1ccc(Cl)c(S(=O)(=O)Nc2ccccc2C(=O)NCc2cccnc2)c1	-6.0	·	-2	-8	-18	9	6	-2	4	-4
NS(=O)(=O)c1ccc(NC(=S)NCc2ccc3c(c2)OCO3)cc1	-4.2	-9	9	1	0	2	-3	-7	-13	13
Cc1ccccc1C(=O)NCC(=O)OC(C)C(=O)Nc1ccnn1C(C)C (stereo unspecified)	-1.5	9	2	-2	-11	0	6	-1	16	-16

(continued)
Structure	CAL PDZ FP-1	PfHsp90 set2	MITF act	NSD2 inh	PvdQ acylase	Rtt109 Vps75	CAL PDZ FP-2	dFosB activator	SR-BI DiI-HDL act	SR-BI DiI inh
CCn1cc(/C=C(\NC(=O)c2ccc(OC)c(OC)c2)C(=O)N2CCN(C)CC2)c2ccccc21	-0.6	-2	4	5	-11	7	-5	-4	-9	9
COc1ccc2[nH]c(C)c(CN3CCCCC3)c(=O)c2c1	-0.3	19	10	-2	-10	-2	-4	-4	-41	41
Cc1cccc(C(=O)Oc2ccc(/C=N/NC(=O)c3ccncc3)cc2)c1	-2.4	·	3	-1	-7	-2	-4	-6	-35	35
CCOC(=O)c1sc(NC(=O)CSC(=S)N2CCOCC2)nc1C	-5.6	-6	·	-1	-6	0	·	-12	19	-19
COC(=O)c1ccccc1S(=O)(=O)N(CCCO)Cc1cc2c(C)ccc(C)c2[nH]c1=O	-3.2	·	4	-4	-23	6	2	-18	21	-21
CCn1c(O)c(C#N)c(C)cc1=O	0.6	5	·	3	-10	-2	14	-3	16	-16
O=C1[C@H]2[C@@H](C3CC3)N3C(=O)CN(Cc4ccccn4)C(=O)[C@@]3(Cc3ccccc3)[C@H]2C(=O)N1c1ccccc1	-2.1	4	10	·	7	3	0	-3	-4	4
O=S1(=O)c2ccc(Br)cc2OC(COCc2ccccc2)CN1Cc1ccccc1 (stereo unspecified)	0.6	-23	9	·	-7	0	-3	-9	?	-422

Next results:
Structure	CAL PDZ FP-1	PfHsp90 set2	MITF act	NSD2 inh	PvdQ acylase	Rtt109 Vps75	CAL PDZ FP-2	dFosB activator	SR-BI DiI-HDL act	SR-BI DiI inh
N#CC1=C(SCC(N)=O)NC(=O)CC1c1cccc2ccccc12 (stereo unspecified)	-1.3	1	6	3	8	3	2	-6	6	-6
CCOc1cc(/C=N/NC(=O)c2nnn(-c3nonc3N)c2C)ccc1OCc1cccc(F)c1	-1.0	9	·	·	-10	1	0	-1	-64	64
O=C(OCC(=O)c1ccccc1Cl)c1cnccn1	0.1	-24	-5	-2	-11	-4	-2	-4	38	-38
COc1ccc(C#Cc2c(-c3ccc(OC)cc3)oc3ccc(-c4ccc5c(c4)OCO5)cc23)cc1	0.0	4	-4	·	-31	-28	1	2	17	-17
COC(=O)CSc1nnc2c3c4c(sc3nc(-n3nc(C)cc3C)n12)COC(C)(C)C4	-0.7	13	-7	-2	-16	-15	0	-15	-10	10
NS(=O)(=O)c1cc2c(cc1Cl)NC(C1C[C@H]3C=C[C@@H]1C3)NS2(=O)=O (stereo partly specified)	-0.6	-7	-5	·	9	5	-1	-5	7	1
COc1ccc(NC(=O)CN(C)C(=O)c2cccc(S(=O)(=O)N3CC4(C)CC3CC(C)(C)C4)c2)cc1 (stereo unspecified)	0.5	27	-10	18	-18	1	-1	-23	3	-3
Cc1c(Br)c(C(F)(F)F)nn1CC(=O)N(C)C1CCCCC1	0.4	22	-6	-3	-15	0	-8	-1	17	-17

The results go on:
Structure	CAL PDZ FP-1	PfHsp90 set2	MITF act	NSD2 inh	PvdQ acylase	Rtt109 Vps75	CAL PDZ FP-2	dFosB activator	SR-BI DiI-HDL act	SR-BI DiI inh
O=S(=O)(c1cccc2nsnc12)N1CCN(C/C=C\c2ccccc2)CC1	0.3	7	0	5	1	2	2	-11	-11	11
COc1ccc(-c2n[nH]c3c2CN(C(=O)c2ccc(F)cc2)CC3)cc1	-3.0	24	1	-6	-9	8	·	-9	-19	19
C=CCn1c(SCC(=O)Nc2ccc(F)cc2F)nnc1-c1cnccn1	0.3	-16	26	-1	-8	-3	-2	-7	-1	1
C=CCNC(=S)N1CCN(Cc2ccc3c(c2)OCO3)CC1	-0.6	17	·	1	-6	-4	0	-2	16	-16
CC(=O)N1CCN(C(=O)c2ccc(-c3ccccc3Cl)o2)CC1	-3.1	7	65	1	8	15	-1	-8	-21	21
COC(=O)CSc1[nH]c(=O)cc(C)c1C#N	-0.4	7	-11	1	-8	1	-3	3	-1	1
CCc1nc(C)cn1S(=O)(=O)c1cc(Br)c(C)cc1OC	0.0	8	·	0	-12	6	·	-7	-6	6
Cc1cc(C(=O)CSc2nn3c(=O)c(C(C)(C)C)nnc3s2)c(C)n1C	-1.3	4	-3	·	2	3	-13	-6	-13	13

The list continues.
Structure	CAL PDZ FP-1	PfHsp90 set2	MITF act	NSD2 inh	PvdQ acylase	Rtt109 Vps75	CAL PDZ FP-2	dFosB activator	SR-BI DiI-HDL act	SR-BI DiI inh
C/C(=N\NC(=O)C1(C)CC1(Br)Br)c1cccc(NC(=O)c2ccc(C)o2)c1 (stereo unspecified)	-2.5	24	-7	1	-6	13	-4	-22	-23	23
CC(C)(C)NC(=O)NC(=O)COC(=O)CNC(=O)C1CCCCC1	0.3	11	14	-2	3	0	·	-1	-4	4
O=S(=O)(NCC1CCCO1)c1ccc(Oc2ccccc2)cc1 (stereo unspecified)	-2.3	4	-8	-7	-5	7	·	-3	-11	11
Cc1ccc(-c2nc(-c3ccncc3)no2)cc1	-1.7	-1	23	0	3	-14	-5	-16	6	-6
CCC1CCC/C1=N\NC(=O)c1ccc(Cl)cc1 (stereo unspecified)	0.6	-6	·	·	-7	-1	-4	1	-1	1
CC(=O)Nc1ccc(SCC(=O)c2cc(C)n(-c3ccccc3F)c2C)cc1	-0.2	-46	10	15	-9	3	-5	-11	-8	8
CCC1CN(C(=O)Nc2ccc(C)cc2)c2cc(C)ccc2O1 (stereo unspecified)	-0.6	4	-4	-1	-24	-6	9	-4	-3	3
O=C(O)CSc1c2c(nc3cc(C(=O)N4CCOCC4)ccc13)CCCC2	0.1	·	-7	4	-2	-5	·	-8	8	-8

(listing goes on)
Structure	CAL PDZ FP-1	PfHsp90 set2	MITF act	NSD2 inh	PvdQ acylase	Rtt109 Vps75	CAL PDZ FP-2	dFosB activator	SR-BI DiI-HDL act	SR-BI DiI inh
NC(=O)C[C@@H]1NC(=O)[C@H](CCC(=O)O)NC(=O)c2cc([N+](=O)[O-])cc(I)c2OCC[C@@H](C(N)=O)NC1=O	-0.2	-19	-3	·	-4	23	-1	2	22	-22
CC(C)(C)OC(=O)N[C@@H](C(=O)OC(C)(C)C)c1ccc2c(c1)OCO2	-0.2	13	7	·	-9	5	-2	0	-21	21
Cc1ccc2ccccc2c1CSc1nc(N)nc2c1ncn2CC(C)C	-1.3	-13	·	-1	11	7	-5	-2	-20	20
COc1ccc(/C=C2\CCc3ccccc3C2=O)c(OC)c1OC	-0.9	1	27	8	-5	8	-3	-9	-28	35
Cc1cc(=O)cc(C)n1-c1ccc(F)cc1F	-0.4	-15	10	0	-11	-19	-7	0	19	-19
COc1ccc2sc(/C=C/c3ccccc3O)[n+](C)c2c1	-0.6	-2	11	15	-7	25	-9	65*	-8	8
O=C(NCc1ccncc1)C12CC3CC(CC(C3)C1)C2	-0.8	3	3	4	7	-6	2	-1	5	-5
CCOC(=O)c1cc(CC)sc1/N=C/C1C(=O)CC(C)(C)CC1=O	-0.8	16	1	-2	-10	1	3	-8	-4	4

(continued)
Structure	CAL PDZ FP-1	PfHsp90 set2	MITF act	NSD2 inh	PvdQ acylase	Rtt109 Vps75	CAL PDZ FP-2	dFosB activator	SR-BI DiI-HDL act	SR-BI DiI inh
O=C(CCn1ccc2cc(S(=O)(=O)N3CCCC3)ccc21)NCc1ccccc1	-0.8	17	6	7	-7	9	·	-5	21	-21
Cc1cc(OC(C)C(=O)N2CCN(c3ccc(F)cc3)CC2)c2c(C)cc(=O)oc2c1 (stereo unspecified)	-2.2	42	-15	19	3	5	0	-11	30	-30
COc1ccccc1OCC(=O)NCc1ccco1	-2.3	·	·	2	-4	·	2	-7	10	-10
Cc1cc(=O)oc(C)c1C(=O)N1CCN(Cc2ccc3c(c2)OCO3)CC1	-2.2	-31	6	-4	-5	-8	-8	0	9	-9
CCCCCCC(=O)Oc1ccc(N2C(=O)CCC2=O)cc1	-2.4	-13	1	-3	-10	-1	-2	-3	-3	3
CCn1c(CNC(=O)c2cccc(C)c2)nnc1SCC(=O)Nc1cccc(OC)c1	-0.8	10	-1	-4	3	9	·	-10	-11	11
CCNC(=S)NNC(=O)c1cc(Br)cs1	-1.5	-10	8	9	-7	-9	-1	-3	11	-11
CCOC(=O)c1cc2c(ccn2C)n1Cc1ccc(C#N)cc1	0.9	-20	15	4	-1	-5	·	-6	-49	49

Assay outcomes from PubChem.
